Source: PubChem
SW480 rerep: inducers of DNA re-replication in SW480 colon cancer cells; SW480 DNA re-replication, Hoechst DNA content imaging, 48 h; Potency, µM (doses to about 46.1 µM), without a hit: at the highest dose re-replication activation, hits mostly activators; actives 1.8% (n = 340,000); AID 624297; also: potency is read from the fitted curve at half-maximal effect; % of control where 0% means no effect; nearly all actives have a fitted effect of over 55% in size
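First, 250 cells per well were seeded. Next, compound or vehicle (23 nL) was pinned in, plates sat 48 hr at 37 C. Finally Hoechst was added for 40 min before fluorescence scanning.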
MCF10A rereplic: inducers of DNA re-replication in MCF 10A breast cells | MCF 10A DNA re-replication, Hoechst nuclear intensity, 48 h | actives 2.9% (n = 350,000) | Potency, µM (titrated, usually from 46.1 µM), without a hit: at the top dose activity, positive = re-replication, most hits filed as activators; also: potency is read from the fitted curve at half-maximal effect; % of control where 0% means no effect; nearly all actives have a fitted effect of over 50% in size
WRN helicase inh: inhibitors of human WRN helicase; Q14191; WRN helicase unwinding, fluorescent forked duplex, kinetic; AID 651768; Potency, µM (series often up to 114 µM), for the others: top-dose activity change, negative = inhibition, actives largely listed as inhibitors; actives 0.46% (n = 360,000); also: potency is read from the fitted curve at half-maximal effect; % is scaled to controls: 0 for no effect and ±100 for the full control effect; nearly all actives have a fitted effect of over 55% in size
Target sequence (Q14191 whole entry, looked up): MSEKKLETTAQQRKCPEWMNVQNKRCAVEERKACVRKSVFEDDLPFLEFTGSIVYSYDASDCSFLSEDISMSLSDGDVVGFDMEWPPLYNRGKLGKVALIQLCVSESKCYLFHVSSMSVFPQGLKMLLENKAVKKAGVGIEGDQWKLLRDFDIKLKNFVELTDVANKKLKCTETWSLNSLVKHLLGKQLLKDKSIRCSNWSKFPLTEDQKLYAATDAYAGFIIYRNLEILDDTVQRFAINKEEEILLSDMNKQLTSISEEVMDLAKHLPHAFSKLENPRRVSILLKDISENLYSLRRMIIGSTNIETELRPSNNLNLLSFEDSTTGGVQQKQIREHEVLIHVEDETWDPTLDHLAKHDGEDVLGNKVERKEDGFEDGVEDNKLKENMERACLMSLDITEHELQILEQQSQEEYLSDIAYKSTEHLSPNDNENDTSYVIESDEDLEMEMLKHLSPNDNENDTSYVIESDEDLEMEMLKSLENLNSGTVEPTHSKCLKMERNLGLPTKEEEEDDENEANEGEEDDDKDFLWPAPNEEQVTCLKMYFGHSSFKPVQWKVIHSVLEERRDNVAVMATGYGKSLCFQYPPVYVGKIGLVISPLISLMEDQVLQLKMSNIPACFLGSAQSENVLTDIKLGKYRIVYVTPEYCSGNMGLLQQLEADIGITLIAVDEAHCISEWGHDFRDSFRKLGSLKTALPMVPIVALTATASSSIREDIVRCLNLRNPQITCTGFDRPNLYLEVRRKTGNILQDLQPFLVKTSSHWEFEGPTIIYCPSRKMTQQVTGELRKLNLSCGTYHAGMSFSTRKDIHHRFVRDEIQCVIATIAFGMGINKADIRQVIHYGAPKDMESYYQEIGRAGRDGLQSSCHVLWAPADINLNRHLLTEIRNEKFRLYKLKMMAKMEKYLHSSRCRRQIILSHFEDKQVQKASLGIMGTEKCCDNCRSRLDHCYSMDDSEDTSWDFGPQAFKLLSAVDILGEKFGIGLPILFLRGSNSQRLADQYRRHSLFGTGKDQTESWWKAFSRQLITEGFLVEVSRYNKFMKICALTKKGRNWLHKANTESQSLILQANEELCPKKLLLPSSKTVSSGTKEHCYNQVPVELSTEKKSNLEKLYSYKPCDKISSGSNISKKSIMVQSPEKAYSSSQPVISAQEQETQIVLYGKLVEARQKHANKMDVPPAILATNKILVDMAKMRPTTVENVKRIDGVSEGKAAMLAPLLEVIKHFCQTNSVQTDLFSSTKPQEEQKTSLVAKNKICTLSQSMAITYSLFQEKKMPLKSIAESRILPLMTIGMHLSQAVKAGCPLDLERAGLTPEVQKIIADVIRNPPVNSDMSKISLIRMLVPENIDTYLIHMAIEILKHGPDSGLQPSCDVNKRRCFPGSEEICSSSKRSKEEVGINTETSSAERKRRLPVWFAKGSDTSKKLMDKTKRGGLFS
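Kinetic red-fluorescence monitoring (525/598 nm) tracks WRN helicase activity after 100 nM fluorophore-quencher forked duplex and 2 mM ATP are added to 20 nM enzyme pretreated 15 min at room temperature with compound.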
HT1080-NT tox: kills 2HG-producing HT-1080-NT fibrosarcoma cells. actives 1.6% (n = 360,000). HT-1080-NT fibrosarcoma viability, CellTiter-Glo ATP luminescence, 48 h. Potency, µM (series often up to 46.1 µM), inactives show at the highest dose activity, negative = less viability, usual class: cytotoxic. AID 686970;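 also: NT is the 2HG producing partner of a matched IDH1 knockdown line; potency is read from the fitted curve at half-maximal effect; 0% = DMSO-treated cells and -100% = media-only wells without cells; nearly all actives have a fitted effect of over 55% in size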
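Fibrosarcoma NT cells, 750 per well in 5% FBS RPMI, were exposed to compound for 48 hours. Viability: CellTiter-Glo luminescence.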
HT1080 IDH1KD tx: HT-1080 IDH1 knockdown cell toxicity (counter line). HT-1080 IDH1 knockdown viability, ATP luminescence, 48 h. Potency, µM (series often up to 46.1 µM), for the others: top-dose activity, negative = toxicity, most hits filed as cytotoxic. actives 2% (n = 360,000);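 also: potency is read from the fitted curve at half-maximal effect; 0% = DMSO wells and -100% = cell-free medium wells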
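HT-1080-IDH1KD cells (IDH1 knocked down), 750/well in RPMI with 5% FBS, treated with compound 48 h at 37 degrees C. Viability by CellTiter-Glo luminescence, normalised to DMSO and no-cell wells; concentration-response curves classed.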
KB-V1 MDR tox: kills drug-selected multidrug resistant KB-V1 cells; Potency, µM (highest dose often 46.1 µM), without a hit: top-dose activity change, negative = cytotoxicity, usual class: cytotoxic; KB-V1 MDR cells viability, CellTiter-Glo, 72 h; actives 3.4% (n = 400,000); also: potency is read from the fitted curve at half-maximal effect; % is scaled to controls: 0 for no effect and ±100 for the full control effect; nearly all actives have a fitted effect of over 60% in size
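qHTS viability screen in drug-selected KB-V1 MDR cells: 72 h compound treatment at 37 degrees C, ATP luminescence end point.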
ATXN2 expr inh: reduces ATXN2 reporter expression in HEK-293 cells; AID 1745845; HEK-293 ATXN2-luciferase reporter, luminescence, 24 h; actives 0.72% (n = 360,000); Potency, µM (top dose mostly 57 µM), without a hit: top-dose activity change, negative = inhibition, most hits filed as inhibitors; also: potency is read from the fitted curve at half-maximal effect; % is scaled to controls: 0 for no effect and ±100 for the full control effect; nearly all actives have a fitted effect of over 55% in size
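qHTS (up to 57 uM final) was run with 24 h compound exposure of reporter cells at 37 °C. Each well was multiplexed: SteadyGlo luminescence measured ATXN2-luciferase expression after a fluorogenic Gly-Phe-AFC viability readout (25 uM final).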
IL1B secr inh: inhibitors of inflammasome signaling (IL-1 beta secretion); activity change, % at 57.5 µM; THP-1 LPS/ATP IL-1B secretion, AlphaLISA, 16 h; stronger effect = lower value; actives 4.7% (n = 360,000); in the data active = activity change below about -50%; inconclusive = mostly about -30% to -49%; also: % is scaled to controls: 0 for no effect and ±100 for the full control effect
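THP-1 cells pretreated 1 hr with compounds (up to 57.5 uM final), then stimulated with LPS (250 ng/mL final) plus ATP (1.25 mM final); secreted IL-1B measured by AlphaLISA after 16 hr, decreased signal indicating inhibition.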
KB-3-1 tox: KB-3-1 parental cell cytotoxicity; KB-3-1 viability, CellTiter-Glo ATP luminescence, 72 h; Potency, µM (series often up to 46.1 µM), inactives show at the top dose activity change, negative = cytotoxic, actives largely listed as cytotoxic; actives 1.4% (n = 400,000); AID 1347075; also: potency is read from the fitted curve at half-maximal effect; % is scaled to controls: 0 for no effect and ±100 for the full control effect; nearly all actives have a fitted effect of over 60% in size
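Cells are dispensed, compounds pinned in, plates held at 37 °C for 72 h, then CellTiter-Glo is added and luminescence read after 10 minutes. Cell line: parental KB-3-1 in phenol-red-free DMEM, 10% FBS.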
Numbers without * were called inactive; ? = inconclusive; nt = not tested or not shown; [ ] = dose if it differs, or a comment. Unless noted, calls follow the shape of the dose curve; as a rule, active = well fitted curve in the direction sought with a large enough effect; inconclusive = small, poorly fitted or top-dose-only effect, or another doubt; inactive = no such curve, though single readings can be large; an effect the other way counts as inactive or inconclusive. Compounds as they come, and some 12% of all compounds hit somewhere here.

item | canonical_smiles | SW480 rerep | MCF10A rereplic | WRN helicase inh | HT1080-NT tox | HT1080 IDH1KD tx | KB-V1 MDR tox | ATXN2 expr inh | IL1B secr inh | KB-3-1 tox
1 | CN(C)c1nc(=NCc2cccs2)ss1 | ? | ? | 22µM* | 9% | ? | ? | ? | -60* | ?
2 | COc1ccccc1C(C#N)N1N=C(C)CC1(C)C (stereo not given) | -6% | -2% | 0% | 9% | 14% | ? | 18% | 20 | 1%
3 | COc1ccc(/C=C/C(=O)O/N=C(\N)c2cccnc2)cc1OC | -18% | 9% | -2% | 10% | 6% | -9% | nt | 3 | 8%
4 | CN(C)/C=C/c1c(C#N)c(=O)ncn1Cc1ccccc1 | -25% | 1% | 3% | 0% | -1% | -14% | nt | 14 | 3%
5 | C[C@H]1CN=C(N(C)C)N1CCc1ccc(F)cc1 | -2% | 18% | -1% | ? | 19% | ? | 6% | 18 | ?
6 | CC(=O)/C=C/n1c(=S)oc2ccccc21 | 4% | 3.3µM* | -16% | 5.2µM* | 5.2µM* | 16µM* | ? | -98* | ?
7 | CCC(=O)N1CCc2cc(Br)cc(S(=O)(=O)NCCN3CCCCC3CC)c21 (stereo not given) | 1% | 1% | -2% | 6% | 3% | -2% | 12% | 3 | 0%
8 | COC(=O)C1=C(C)Nc2c(c(=O)n(C)c(=O)n2C)C1c1cccs1 (stereo not given) | -9% | 1% | 6% | 9% | 9% | 9% | 7% | 1 | 10%
9 | CC1SCC(NC(=O)c2cccc(Cl)c2)CS1 (stereo not given) | -23% | ? | 12% | 8% | 2% | -10% | -2% | 7 | -5%
10 | O=C(CSc1nnc(-c2ccccc2O)o1)N1CCOCC1 | -7% | 11% | 1%[11.6 µM] | 3% | -3% | -4% | 1% | -10 | -3%
11 | Cc1ccc(SCCC(=O)OCn2nnc3ccccc3c2=O)cc1 | -5% | -8% | 6% | 18% | 9% | 2% | -17% | 21 | -8%
12 | O=C(NN1C(=O)C2C(C1=O)C1C=CC2C12CC2)c1ccccc1 (stereo not given) | -4% | -6% | 3% | -5% | -4% | 6% | 6% | -6 | -15%
13 | Cc1c(NC(=O)c2c(F)c(F)c(F)c(F)c2F)c(=O)n(-c2ccccc2)n1C | -7% | 3% | 3% | 1% | 0% | 3% | 0% | 8 | 0%
14 | O=C(NCCC1CCCCN1S(=O)(=O)c1ccccc1)C(=O)NCc1ccccn1 (stereo not given) | -1% | 4% | ? | -4% | 2% | -26% | -8% | 2 | -12%
15 | O=C(COC(=O)c1cc(=O)[nH]c(=O)[nH]1)Nc1ccccc1F | 2% | 5% | -7% | 3% | 4% | 55% | -10% | 20 | 14%
16 | Cc1cc(NC(=O)Cn2nc([N+](=O)[O-])c(Br)c2C)no1 | -10% | 0% | 3% | 5% | -1% | 0% | 0% | 43 | -2%
17 | Cc1cc(NC(=O)CCC(=O)N(CC(=O)NCC2CCCO2)c2ccc(F)c(Cl)c2)no1 (stereo not given) | 2% | -10% | -2% | -1% | 8% | -14% | 1% | 12 | -4%
18 | COc1cc(/C=N/NC(N)=S)ccc1OCc1ccc(C)cc1 | ? | ? | -9% | ? | ? | -23% | nt | -19 | 11%
19 | CCOn1c(=O)c(=O)n(O)c2ccccc21 | ? | 7%[9.22 µM] | -11% | 4% | 10% | 5% | 4% | 34 | 14%
20 | Cc1ccc(CNC(=O)CCNS(=O)(=O)c2ccc3c(c2)c(=O)n(C)c(=O)n3C)cc1 | -1% | 22% | -4% | -2% | -1% | -24% | 0% | -12 | -1%
21 | COC(=O)Cc1cc(=O)n2[nH]c(C(F)(F)F)nc2n1 | -9% | 3% | 6% | 11% | 12% | 0% | -6% | 15 | -2%
22 | COc1ccccc1C1=NC(c2ccc(C)cc2)N=C1C (stereo not given) | 7% | -2% | 1% | 1% | 8% | -25% | nt | -2 | -13%
23 | CCN(CC(=O)Nc1ccc(OC)cc1)C(=O)c1ccc([N+](=O)[O-])cc1 | 10% | 2% | -19% | 5% | -4% | ? | -1% | 17 | -1%
24 | Cc1cccc(C(=O)NC2CCN(C(=O)N3CCOCC3)CC2)c1 | -5% | 13% | -3% | 12% | 4% | 0% | 2% | -11 | 4%
25 | COc1ccccc1Nc1nc(-c2sc(NC(=O)c3ccco3)nc2C)cs1 | 14% | ? | -6% | ? | -9% | -28% | -31% | -12 | ?
26 | CCn1c(C)nnc1SCC(=O)Nc1ccc(OC)cc1 | nt | nt | 10% | 11% | 9% | 11% | nt | 1 | 3%
27 | CC(=O)N(c1ccccc1)C(C)c1nc(C#N)c(C#N)nc1C (stereo not given) | -4% | ? | -4% | 11% | 8% | 7% | 6% | -4 | ?
28 | CCCOc1ccc(/C=C2\SC(N)=NC2=O)cc1OC | -18% | ? | -7% | -13% | 1% | ? | nt | 4 | -1%
29 | Cc1ccccc1/C=C/c1nc2ccccc2c(=O)n1Cc1ccccc1 | 4% | 10% | -35%[57.1 µM] | 4% | 16% | -13% | -25% | -3 | 9%
30 | O=C(CCCc1ccccc1)Nc1ccnn1C1CCN(Cc2ccc(CO)o2)CC1 | 11% | -3% | -34% | 0% | 1% | nt | -13% | -1 | nt
31 | COc1cccc(CN(C)CC(=O)Nc2cccc(S(N)(=O)=O)c2)c1OC | -10% | 2% | 1% | -3% | -5% | 1% | 16% | -7 | -4%
32 | CC(=O)c1c(C(C)=O)c(C)n(NC(=O)c2cccnc2)c1C | -4% | 15% | -6%[57.1 µM] | -3% | 8%[9.24 µM] | -1% | 4% | 8 | -1%
33 | CC(C)N1C2OC(C3OC4C(O3)N(C(C)C)S(=O)(=O)N4C(C)C)OC2N(C(C)C)S1(=O)=O (stereo not given) | -2% | -1% | -5% | 15% | 0% | -7% | -8% | -5 | 1%
34 | CC1Cc2ccccc2N1C(=O)COc1ccc2c(c1)OCO2 (stereo not given) | -5% | 11% | 2% | -5% | -7% | ? | 58%[activator] | -56* | 7%
35 | O=C(NNC(=O)c1ccc([N+](=O)[O-])cc1)c1ccc(Br)cc1 | -2% | -3% | -5% | -4% | -3% | ? | -6% | -11 | 0%
36 | Cc1cccc(C(=O)NNC(=O)/C=C/C(=O)O)c1 | -6% | 4% | 2% | -6% | 2% | -11% | nt | -1 | 2%
37 | CC(=O)N1CCC(C(=O)N2CCN(S(=O)(=O)c3ccc(Cl)s3)CC2)CC1 | -1% | 3% | 3% | -20% | -22% | -19% | -10% | 0 | -2%
38 | COc1cccc(NC(=O)CN2C(=O)CSc3ccc(S(=O)(=O)N4CCC(C)CC4)cc32)c1 | ? | 9% | 4% | -10% | ? | 7% | ? | -89* | -27%
39 | Cc1ccc(C)c(S(=O)(=O)N2CCN(C(=O)CCc3c[nH]c4ccccc34)CC2)c1 | -2% | -7% | -4% | 1% | 2% | 0% | -2% | -6 | ?
40 | CCCCNC(=O)C1CCN(S(=O)(=O)c2c(C)noc2/C=C\c2ccc(OC)cc2)CC1 | -5% | 4% | 2% | 12% | 4% | -11% | -18% | -4 | -14%
41 | CCN(CC)c1ccc2cc(C(=O)NNC(=O)c3ccc(S(=O)(=O)N4CCCCC4)cc3)c(=O)oc2c1 | 2.9µM* | ? | -2% | -1% | -19% | 2.6µM* | 9% | 0 | -1%
42 | CCOc1ccc(OCC)c(N=c2oc3c(C)ncc(CO)c3cc2C(N)=O)c1 | -6% | 5% | -12% | 9% | 0% | 26% | 0% | 9 | 0%
43 | COC(=O)C1=C(C)N(CCCC(=O)O)C(=O)NC1c1ccc(Br)cc1 (stereo not given) | -12%[9.22 µM] | ? | 4% | 3% | 9% | 17% | 8% | 26 | -1%
44 | Cc1ccc(C)c(S(=O)(=O)N2CCCCC2CCNC(=O)C(=O)NCCc2ccco2)c1 (stereo not given) | 9% | 13% | -6% | -1% | -5% | 0% | -25% | -21 | -2%
45 | O=C(O)c1ccc(N/N=C/C2=C(N3CCOCC3)C(=C\c3ccccc3)/CC2)cc1 | 18µM* | ? | ? | 15µM* | 15µM* | 23% | 9% | -9 | 1%
46 | Nc1nc(NCCO)nc(NC2CCCCC2)c1[N+](=O)[O-] | ? | 26µM* | 0% | -3% | ? | 9% | -22% | ? | 13%
47 | Cc1nc2sc(C)c(C)c2c(=O)[nH]1 | -21% | 4% | -4% | 12% | 7% | 25% | -4% | 0 | 1%
48 | CC(=O)Nc1cccc(NC(=O)Nc2ccc(C)c(Cl)c2)c1 | -4% | 13% | -7% | 0% | -12% | -21% | 18% | -15 | 5%
49 | Cc1cccc(Nc2ccccc2)c1 | 2% | -5% | 0% | 2% | 1% | 12% | -7% | 17 | -7%
50 | Cc1ccc(N2C(=O)CSCC2=O)cc1 | 3% | -3% | -7% | 8% | 10% | 0% | 4% | 4 | 8%
51 | CCc1nc2ccccc2c(C(=O)OCC(=O)Nc2cccc(S(=O)(=O)N3CCOCC3)c2)c1C | ? | 109% | -19% | ? | ? | 6.5µM* | ? | -78* | 21µM*

Whole records, looked up by structure. Screens in order: SW480 rerep | MCF10A rereplic | WRN helicase inh | HT1080-NT tox | HT1080 IDH1KD tx | KB-V1 MDR tox | ATXN2 expr inh | IL1B secr inh | KB-3-1 tox
`Cc1nc2sc(C)c(C)c2c(=O)[nH]1` reads -21% | 4% | -4% | 12% | 7% | 25% | -4% | 0 | 1%
`Cc1ccc(C)c(S(=O)(=O)N2CCCCC2CCNC(=O)C(=O)NCCc2ccco2)c1` (stereo not given) reads 9% | 13% | -6% | -1% | -5% | 0% | -25% | -21 | -2%

A few values from above.
Under KB-3-1 tox, CC(=O)Nc1cccc(NC(=O)Nc2ccc(C)c(Cl)c2)c1 has 5%
Under WRN helicase inh, Cc1ccc(N2C(=O)CSCC2=O)cc1 has -7%
Under KB-V1 MDR tox, O=C(O)c1ccc(N/N=C/C2=C(N3CCOCC3)C(=C\c3ccccc3)/CC2)cc1 has 23%
